# Screening data as filed in PubChem BioAssay.
# HMGR II inh: inhibitors of E. faecalis class II HMGR, primary screen, biochemical, Enterococcus faecalis; HMG-CoA reductase (Enterococcus faecalis, mvaE); purified E. faecalis HMGR, NADPH absorbance 340 nm kinetic; inhibition, % at 10 µM; 0.41% of 190,000 active; AID 1066, 2008;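 active means inhibition above a set limit, the median over all tested compounds plus 3 SD, cut at about 9.5% in these data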;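 further: enzyme runs in reverse so mevalonate oxidation gives rising NADPH absorbance; 0% = complete reaction with DMSO and 100% = background rate lacking mevalonate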
# DTT redox prof: compounds producing H2O2 with reducing agent – biochemical, NIH compound library profiling, artefact control for MLSCN library redox annotation, primary screen. DTT-dependent redox cycling H2O2, phenol red/HRP absorbance; 100% = 100 µM peroxide control, 0% = buffer. activation, % at 10 µM. 0.03% of 200,000 active. AID 878, 2007;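 active means activation of at least 50% relative to the plate's high and low controls in the primary single-dose screen; inactive means activation below 50%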;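 further: compound incubated with DTT at 0.8 mM final as the reducing agent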
# STAT1 act: STAT1 signaling activators, primary screen, cell-based, HTS, luciferase reporter. NIH 3T3 STAT1-luciferase reporter, IFN-gamma, luminescence; 100% = IFN-gamma alone, no compound. 2.6% of 200,000 active. activation (% of control), % at 5.5 µM;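 active means activation above the screen-wide mean activation plus 3 SD, cut at about 130% in these data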;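 further: raw ratio to IFN-gamma control signal so 100% means no change and 0% no light; values of inactives mirror those of a sister screen read the other way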
# STAT1 inh: STAT1 signaling inhibitors, primary screen, cell-based, HTS, luciferase reporter | NIH 3T3 STAT1-luciferase reporter, IFN-gamma, luminescence | inhibition, % at 5.5 µM | 0.35% of 200,000 active | AID 920, 2007;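 active means inhibition above a set limit, the mean inhibition across all tested compounds plus 3 SD, cut at about 34% in these data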;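 further: 0% = IFN-gamma with DMSO and 100% = IFN-gamma with 300 µM nifuroxazide; values of inactives mirror those of a sister screen read the other way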
# STAT3 inh: IL-6 driven STAT3 reporter inhibitors, primary screen, U3A cells, luciferase, luminescence, MLSCN library | IL-6 STAT3-luciferase reporter; host cell line lacks STAT1 | inhibition, % at 5.5 µM | 0.89% of 190,000 active | AID 862, 2007;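 active means inhibition above the mean inhibition across all screened compounds plus 3 SD, cut at about 44% in these data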;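 further: 0% = DMSO only wells and 100% = 100 µM nifuroxazide control wells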
# APP 5'UTR act: activators of APP 5'UTR luciferase reporter, primary screen, SH-SY5Y cells. SH-SY5Y APP 5'UTR luciferase reporter, luminescence; zero percent = DMSO vehicle wells. activation, % at 2 µM. 1% of 190,000 active. AID 1276, 2008;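 active means activation above a set limit, based on mean plus 3 SD of controls, cut at about 140% in these data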; further: values of inactives mirror those of a sister screen read the other way
# STAT3 activator: IL-6 driven STAT3 reporter potentiators, primary screen, U3A cells, luciferase, luminescence, MLSCN library | IL-6 STAT3-luciferase reporter; 100% = signal with IL-6 EC80 alone | activation (% of control), % at 5.6 µM | 0.91% of 190,000 active | AID 871, 2007;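 active means activation above the screen-wide mean of compound activation plus 3 SD, cut at about 130% in these data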;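 further: 0% = background luminescence of wells with medium and substrate only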
#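 system = STAT3-luciferase reporter U3A cells | reagent = IL-6 stimulus at 33 ng/mL final | timing = 1 h compound pre-exposure, 6 h IL-6 stimulation, 37 °C | measured by = luminescence | evaluation = % activation versus median of IL-6-stimulated wells | control set = IL-6-only wells as 100% reference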
# Hsp70 activator: Hsp70 transcriptional activators, primary screen, cell-based, HeLa, Hsp70 promoter luciferase, luminescence, 10 µM. 0.04% of 200,000 active. HeLa Hsp70 promoter luciferase reporter; scaled: vehicle 0, proteasome-inhibitor control 100%. activation, % at 10 µM. AID 1203, 2008;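 active means activation above the mean across all tested compounds plus 3 SD, cutoff set per campaign, cut at about 5.5% in these data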;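 further: 100% = MG132 at 30 µM as the positive control and 0% = DMSO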
# NF-kB neuron act: activators of NF-kB expression in neurons, primary screen, cell-based, HTS; human neuronal cells, NF-kB reporter expression; stronger effect = higher value; fold change at 12.5 µM; 1.6% of 190,000 active; in the data active means fold change above about 3.3
# TLR4-MyD88 BLA: inhibitors of TLR4-MyD88 association in cells, primary screen, cell-based, HeLa CL3-4, BLA complementation, FRET ratio. inhibition, % at 8.4 µM. Toll-like receptor 4 (Homo sapiens) + Myeloid differentiation primary response protein …. 0.18% of 200,000 active. AID 861, 2007. HeLa CL3-4 TLR4/MyD88 BLA complementation; in the data active means inhibition above about 25%;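 further: 0% = vehicle and 100% = reference inhibitor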
# Target sequence (O00206 whole entry, looked up): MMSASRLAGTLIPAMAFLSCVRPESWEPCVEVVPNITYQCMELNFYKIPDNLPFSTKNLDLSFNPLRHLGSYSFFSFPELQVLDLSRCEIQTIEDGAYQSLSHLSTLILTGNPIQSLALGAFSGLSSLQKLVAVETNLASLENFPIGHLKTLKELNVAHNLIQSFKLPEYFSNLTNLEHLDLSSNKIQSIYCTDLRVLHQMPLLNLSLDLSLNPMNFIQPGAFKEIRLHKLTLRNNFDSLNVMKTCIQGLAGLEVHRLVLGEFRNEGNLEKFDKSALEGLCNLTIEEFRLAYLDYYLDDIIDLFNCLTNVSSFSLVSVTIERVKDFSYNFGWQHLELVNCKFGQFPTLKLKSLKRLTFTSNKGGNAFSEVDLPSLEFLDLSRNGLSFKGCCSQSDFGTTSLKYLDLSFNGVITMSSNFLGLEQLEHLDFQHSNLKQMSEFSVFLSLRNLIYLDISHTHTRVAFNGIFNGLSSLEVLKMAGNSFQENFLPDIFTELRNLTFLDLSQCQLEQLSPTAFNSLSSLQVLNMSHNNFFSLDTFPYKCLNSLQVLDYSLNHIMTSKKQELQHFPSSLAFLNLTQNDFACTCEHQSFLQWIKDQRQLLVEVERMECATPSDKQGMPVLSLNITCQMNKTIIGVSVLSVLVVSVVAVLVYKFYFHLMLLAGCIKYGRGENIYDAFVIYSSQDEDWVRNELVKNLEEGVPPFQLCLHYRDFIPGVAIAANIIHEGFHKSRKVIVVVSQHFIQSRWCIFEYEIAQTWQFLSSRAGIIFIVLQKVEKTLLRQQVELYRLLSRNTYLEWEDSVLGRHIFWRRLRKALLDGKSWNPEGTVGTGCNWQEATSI
# Target sequence (Q99836 whole entry, looked up): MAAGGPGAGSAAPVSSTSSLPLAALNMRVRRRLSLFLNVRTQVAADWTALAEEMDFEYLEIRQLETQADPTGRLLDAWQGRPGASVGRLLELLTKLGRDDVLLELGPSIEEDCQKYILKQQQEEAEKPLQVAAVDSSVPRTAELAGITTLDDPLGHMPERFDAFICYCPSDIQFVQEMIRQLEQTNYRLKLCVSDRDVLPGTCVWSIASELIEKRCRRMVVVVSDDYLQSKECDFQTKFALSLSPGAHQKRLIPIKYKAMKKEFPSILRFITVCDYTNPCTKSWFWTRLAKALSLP
# * marks the source's active call; other numbers are inactive results; nt = no result given.
# The opening three entries as a preview:
SMILES,HMGR II inh,DTT redox prof,STAT1 act,STAT1 inh,STAT3 inh,APP 5'UTR act,STAT3 activator,Hsp70 activator,NF-kB neuron act,TLR4-MyD88 BLA
C=CCn1c(SCN2C(=O)c3ccccc3C2=O)nc2ccc(Cl)cc2c1=O,0,-0.6,91,11,17,-1,88,-0.3,0.65,8
Cc1cccc(-c2cc(C(=O)NCc3ccccn3)c3ccccc3n2)c1,0,0.3,109,-10,-14,-8,111,-0.4,0.48,-1
COCCNC(=O)C(=O)N/N=C/c1cccs1,-3,-1.0,103,-5,6,-13,99,0.1,nt,-13

# This part in full, repeating the preview:
SMILES,HMGR II inh,DTT redox prof,STAT1 act,STAT1 inh,STAT3 inh,APP 5'UTR act,STAT3 activator,Hsp70 activator,NF-kB neuron act,TLR4-MyD88 BLA
C=CCn1c(SCN2C(=O)c3ccccc3C2=O)nc2ccc(Cl)cc2c1=O,0,-0.6,91,11,17,-1,88,-0.3,0.65,8
Cc1cccc(-c2cc(C(=O)NCc3ccccn3)c3ccccc3n2)c1,0,0.3,109,-10,-14,-8,111,-0.4,0.48,-1
COCCNC(=O)C(=O)N/N=C/c1cccs1,-3,-1.0,103,-5,6,-13,99,0.1,nt,-13
N#Cc1cc(C(=O)Cc2ccccc2)c[nH]1,-4,-0.5,106,-8,1,-4,103,-0.2,1.3,-5
c1ccc(-c2cnc(-c3ccccc3)nc2)cc1,-1,0.0,123,-24,54*,79,57,0.1,9.4*,-6
CC(=O)Nc1nonc1-c1nc2ccccc2n1CCC(C)C,-7,2.1,100,0,2,1,103,-0.3,1.3,-3
CC1CCN(C(c2ccc(N(C)C)cc2)c2nnnn2Cc2ccccc2)CC1 (stereo not drawn),0,0.7,101,-2,3,5,106,-0.1,0.9,-21
CCOc1ccccc1NC(=O)N1CCC(NC(=O)c2cccc(C)c2)CC1,-2,1.7,98,3,7,-1,97,1.1,1,-3
O=C(Nc1scc(-c2cccs2)c1C(=O)O)c1cccs1,0,0.1,91,9,5,25,98,-0.2,1.5,-9
CC(C)C(NS(=O)(=O)c1cccc2nsnc12)C(=O)NCc1ccc2c(c1)OCO2 (stereo not drawn),-5,-3.2,98,2,4,-5,101,-0.5,1.5,12
COC(=O)c1ccc(C(=O)Nc2ccc3nc(-c4cccnc4)[nH]c3c2)cc1,-4,2.2,108,-9,8,-16,97,0.0,0.85,0
COc1cccc(OC)c1C(=O)NC(=S)Nc1ccc2c(c1)C(=O)N(C)C2=O,-3,-0.3,93,8,7,21,98,-0.3,1.4,-20
c1ccc(Cn2c(CNc3nc4ccccc4n3CCN3CCOCC3)nc3ccccc32)cc1,-1,-0.1,97,4,-8,3,108,-0.4,0.59,10
Clc1ccccc1CSc1ncccn1,4,2.3,112,-13,0,17,103,0.1,1.2,-9
C=CCn1c(SCC(=O)Nc2cc(OC)c(NC(=O)c3ccco3)cc2OC)nnc1-c1ccncc1,-3,0.8,95,5,4,8,100,-0.2,0.66,19
Cc1sc(NC(=O)c2cccnc2)nc1-c1ccccc1,-4,-0.6,101,-2,19,0,87,-0.1,1.2,6
CC(=O)Nc1sc2c(c1C(N)=O)CCC2,2,2.1,94,1,7,-10,95,0.0,0.82,-15
O=C(NC1CCCCC1)[C@H](CSCc1ccccc1)N1Cc2ccccc2C1=O,5,0.5,107,-7,-4,-11,103,-0.3,0.77,-12
Cn1c(CSCc2ccc(Cl)cc2)nnc1SCC(=O)Nc1nccs1,2,0.8,96,11,22,6,83,-0.1,0.97,1
COc1cc(NC(=O)Cn2ccsc2=N)c(C)cc1[N+](=O)[O-],1,-1.0,104,-7,-4,4,109,-0.2,1.1,-12
Cc1cc2cc3c(cc2nc1SCC(=O)O)OCCO3,-5,0.2,99,1,12,-6,94,-0.1,1.1,-4
O=C(CSC1=NCCS1)N1CCCC1,-5,-1.7,103,-2,2,5,102,-0.1,1.1,2
Nc1nnc(COc2ccc(Br)cc2Br)s1,-5,-5.5,122,-24,-8,42,109,0.1,2.2,-5
C=CCOC(=O)C1=C(C)NC(C)=C(C(=O)OCC=C)C1c1cccs1,-1,-5.4,84,18,9,-2,97,0.0,0.66,1
CN1CCN(c2nc3c(c(=O)[nH]c(=O)n3C)n2CCOc2ccccc2)CC1,-1,2.6,96,5,-5,1,106,0.0,1,-7
O=C(O)CCc1ccc(-c2ccccc2)n1NC(=O)c1sc2ccccc2c1Cl,-4,0.4,107,-8,0,3,105,-0.4,0.98,15
Cc1ccc(C)c(NC(=S)NC2CC3CCC(C2)N3Cc2ccco2)c1 (stereo not drawn),nt,-3.3,97,4,1,-9,103,-0.1,1.1,8
CC(C)CCn1c(SCC(=O)c2ccccc2)nc2c1c(=O)[nH]c(=O)n2C,0,-0.5,94,7,8,-3,97,-0.4,0.96,3
COc1ccc(CNC(=O)c2c(-c3cc(Cl)c(OC)c(Cl)c3)noc2C)cc1,-8,-1.3,100,0,-1,-9,105,-0.5,0.79,7
Cc1cc(NC(=O)C2CC(c3ccc(F)cc3)=NO2)no1 (stereo not drawn),-6,-1.6,90,11,14,-9,93,-0.5,1,7
CC1CCCN(C(C(=O)Nc2ccc(C(C)C)cc2)c2ccc3c(c2)OCO3)C1 (stereo not drawn),2,-0.9,101,-1,4,12,101,-0.3,0.73,10
CCOc1ccccc1OCCN1CCC(Cc2ccccc2)CC1,4,0.2,96,5,-4,-10,101,-0.2,0.92,-5
C=CCOC(=O)CN1C(=O)c2ccccc2C1=O,-2,-2.4,98,3,4,21,100,-0.1,1,17
CC(C)CC(=O)NC(=S)Nc1ccc(NC(=O)c2ccco2)cc1,0,-0.2,106,-7,9,-5,96,-0.2,1,1
Cc1cccc(OCC(=O)Nc2cc(C)c(C)cc2O)c1,-6,0.6,112,-13,-10,14,109,0.3,1.5,-3
O=C(NCCc1ccc2c(c1)OCCO2)c1cc2ccccc2o1,-10,2.4,96,4,16,6,94,0.1,1.1,-12
Cc1ccccc1-n1nc(C)c2cc(C(=O)NC3CC3)sc21,-8,0.2,99,1,3,2,103,-0.3,1.1,-2
Cc1ccn2cc(-c3cccc(NC(=O)C(C)C)c3)nc2c1,-2,-0.7,132*,-36,20,41,88,0.0,2.3,-2
CCOc1cc(/C=C2\C(=O)N(CCC#N)N=C2C)ccc1OCC(N)=O,-10,-1.9,105,-8,0,9,103,-0.1,1.1,-3
CCOC(=O)CSc1nc2cc(OCC)ccc2cc1C#N,2,-3.0,124,-24,13,168*,95,0.2,2.2,15
Cc1ccc(NS(=O)(=O)c2cc(NC(=O)c3cc4c(s3)CCCC4)ccc2C)c(C)c1,-1,0.2,110,-11,-7,-5,109,-0.4,0.56,10
CCOC(=O)CCCCC(=O)c1[nH]c(=O)[nH]c1C[n+]1ccc(C)cc1,4,5.8,105,-7,9,7,96,0.3,1.1,2
O=C(NNC1=C(C(=O)C(F)(F)F)CCC1)c1cccc(Cl)c1,0,-0.1,111,-12,12,8,95,0.2,1.4,-1
COc1ccc(C(C(=O)NC2CCCC2)N(C(=O)c2ccoc2C)c2cc(C)cc(C)c2)cc1 (stereo not drawn),nt,-3.1,98,2,0,-5,104,-0.3,1,3
CSc1ccc(S(=O)(=O)NCCSC(C)(C)C)cc1,-7,0.1,101,-1,-8,-2,104,-0.3,1,-6
COC(=O)CCS(=O)(=O)c1cc(Cl)ccc1Cl,-3,1.1,100,0,3,24,102,0.0,1,5
OC(CN1CCOCC1)c1ccc(F)cc1 (stereo not drawn),-7,-2.5,88,12,25,-7,83,-0.4,1.1,3
O=C(NCc1ccco1)c1cc(-c2cccnc2)nc2ccc(Cl)cc12,2,-0.9,98,-1,20,9,86,0.0,0.66,9
O=C(Nc1cccn(Cc2c(Cl)cccc2Cl)c1=O)c1ccc(Cl)cc1Cl,0,1.6,111,-12,24,-9,87,-0.2,1.1,10
COc1ccc(NC(=O)CN2C(=O)c3cccc4cccc2c34)cc1OC,-2,0.0,93,7,5,1,96,-0.1,1.4,-5
O=C1CSc2ccc(C(=O)O)cc2N1,0,-0.7,100,1,-5,11,106,-0.3,1,-3
CCC(C)NC(=O)CN(c1ccc2c(c1)OCO2)S(=O)(=O)c1c(C)n[nH]c1C (stereo not drawn),1,-0.8,96,4,12,4,97,-0.2,1.2,4
O=C(OCc1ccccc1)N1CCOCCN(C(=O)OCc2ccccc2)CCOCC1,-2,0.1,100,-2,5,5,98,-0.2,1,3
COC(=O)NCC12CC3CC(C1)CC(CNC(=O)OC)(C3)C2,-2,0.0,102,-4,7,37,99,-0.2,0.96,-7
COc1ccc(C2=NO[C@@H]3C(=O)N(c4cccc(C)c4C)C(=O)[C@H]23)cc1OC,-9,0.5,88,13,5,-10,99,0.0,1.3,-12
CC1=C(C#N)C(c2cccnc2)C2=C(CCCC2=O)N1 (stereo not drawn),-2,0.4,102,-2,2,-9,99,-0.4,1.2,-7
COC(=O)CC1Oc2ccccc2N(Cc2ccc(C)cc2)C1=O (stereo not drawn),-7,-0.4,106,-8,15,-4,93,-0.2,1.1,2
O=C(CCC(=O)N(CC(=O)NC1CCCCC1)Cc1ccco1)Nc1nccs1,2,0.0,106,-7,8,-15,102,-0.2,0.98,10
CCCCC(=O)OCC(=O)c1ccc(OCC)cc1,-6,1.1,95,5,6,34,99,-0.4,1.3,4
O=C(CCc1nnc(CCCCc2ccccc2)o1)NCCN1CCCCC1=O,-5,0.7,97,1,-3,3,105,0.0,1.3,-2
# (next part)
SMILES,HMGR II inh,DTT redox prof,STAT1 act,STAT1 inh,STAT3 inh,APP 5'UTR act,STAT3 activator,Hsp70 activator,NF-kB neuron act,TLR4-MyD88 BLA
CCc1nn2c(=O)cc(CSc3nc(C)cc(=O)[nH]3)nc2s1,3,-3.1,106,-7,6,10,102,-0.2,1,-2
CCOc1cc(CN2CCN(c3cccc(C(F)(F)F)c3)CC2)ccc1O,1,-0.8,98,2,13,3,93,0.6,1,-7
NC(=O)COC(=O)c1ccccc1OCc1ccccc1Cl,-2,-0.5,99,-1,4,9,98,0.9,1.1,-1
CCN(CC)CC(=O)Nc1ccc(-c2nc3cc(NC(=O)CN(CC)CC)ccc3o2)cc1,2,-0.2,107,-8,0,-7,106,0.1,1.1,-8
CC(C)(O)C#Cc1ccc(CN2CCN(C3CCCC3)C(CCO)C2)cc1 (stereo not drawn),-1,1.1,94,4,1,9,101,-0.2,1.2,-4
Cc1ccccc1NC(=O)CCC(=O)N/N=C/c1cc([N+](=O)[O-])ccc1O,1,-0.3,95,7,9,-2,91,-0.4,0.94,-4
CO/N=C\CC(=O)Nc1ccc(Oc2ccccc2)cc1,-1,0.2,97,1,-8,-68,108,0.1,1.2,4
